Screens from PubChem.
Hck-Nef inh: inhibitors of human Hck kinase activated by Nef; P08631; Recombinant Hck-YEEI plus Nef, Z-Lyte FRET kinase assay; inhibition, % at 20 µM; 220,000 compounds, 0.68% hits;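 active means Hck-Nef kinase inhibition above about 50%, limit read from the data; inactive means inhibition below that limit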;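 further: 0% = DMSO with Hck plus Nef and 100% = Hck alone without Nef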
TNF necrop inh: inhibitors of TNF-alpha induced necroptosis in Jurkat FADD-/- cells. Jurkat FADD-/- TNF necroptosis rescue, ATP luminescence, 24 h; 0 = TNF only, 100 = no-TNF cells. activation (protection from cell death), % at 10 µM. 220,000 compounds, 0.068% hits;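 active means activation, meaning protection from cell death, of at least 50% relative to plate controls; inactive means activation below 50%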;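 further: necroptosis triggered by 40 ng/mL TNF-alpha added together with compound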
PGE2 EP2 inh: inhibitors of human EP2 prostaglandin E2 receptor. inhibition, % at 25 µM. 260,000 compounds, 0.52% hits. P43116. C6 glioma cells expressing human EP2, cAMP TR-FRET; cells stimulated with saturating PGE2;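 active means percent inhibition above 40 after rounding to a whole number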;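 further: rat C6 glioma host cells with rolipram phosphodiesterase inhibitor present; the protocol text gives 20 µM as final concentration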
Target sequence (P43116 whole entry, looked up): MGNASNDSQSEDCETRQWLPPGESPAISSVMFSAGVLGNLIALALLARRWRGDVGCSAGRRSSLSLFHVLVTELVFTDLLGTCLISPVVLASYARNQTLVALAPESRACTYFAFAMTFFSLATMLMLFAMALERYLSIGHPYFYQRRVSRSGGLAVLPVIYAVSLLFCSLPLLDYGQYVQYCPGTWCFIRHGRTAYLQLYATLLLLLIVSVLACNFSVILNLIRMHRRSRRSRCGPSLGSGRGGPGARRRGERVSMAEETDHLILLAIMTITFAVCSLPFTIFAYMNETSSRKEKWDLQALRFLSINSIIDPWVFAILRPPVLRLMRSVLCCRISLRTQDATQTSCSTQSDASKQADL
PERK inhibitor: human PERK inhibition, primary cell-based screen. CHO PERK-DD fusion, SEAP luminescence translation reporter. inhibition, % at 5.6 µM. 220,000 compounds, 0.17% hits. AID 1416;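 active means inhibition above the mean inhibition of all tested compounds plus 3 SD, set separately per screening campaign, cut at about 2.9% in these data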;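 further: PERK kinase domain activated by AP20187 dimerizer at 100 nM; 0% = DMSO with dimerizer and 100% = rapamycin at 8.4 µM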
RBBP9 inhibitor: human RBBP9 hydrolase inhibition. inhibition, % at 7.94 µM. O75884. 220,000 compounds, 0.2% hits. AID 1515. recombinant RBBP9, FP-Rh probe fluorescence polarization;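 active means inhibition above the campaign mean of all tested compounds plus 3 SD, cut at about 14% in these data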;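 further: plate controls were DMSO wells with RBBP9 for no effect and wells lacking RBBP9 protein for full effect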
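Test system: recombinant human RBBP9. Quantity: 2.5 µM RBBP9 dispensing solution, before mixing. Detection: FP readout at 525/598 nm. Reagent: Serine-hydrolase probe FP-Rh, 375 nM pre-mixing. Measure: % inhibition. Control set: DMSO-treated enzyme wells and wells lacking RBBP9. Buffer or medium: Tris-NaCl-Pluronic buffer, pH 8.0. Times: preincubation 30 min plus labeling 45 min at 25 °C.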
Runt-CBFb FRET: blocks binding of human RUNX1 Runt domain to CBFb; Cerulean-Runt/Venus-CBFb FRET ratio 530/480, 1 h; inhibition, % at 20 µM; 220,000 compounds, 0.46% hits; AID 1496;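 active means inhibition over about 50% at 20 µM in the single-dose screen, limit read from the data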;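 further: 0% = DMSO wells and 100% = excess unlabeled CBFb competitor control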
Target sequence (Q01196 whole entry, looked up, the tested form may be a part): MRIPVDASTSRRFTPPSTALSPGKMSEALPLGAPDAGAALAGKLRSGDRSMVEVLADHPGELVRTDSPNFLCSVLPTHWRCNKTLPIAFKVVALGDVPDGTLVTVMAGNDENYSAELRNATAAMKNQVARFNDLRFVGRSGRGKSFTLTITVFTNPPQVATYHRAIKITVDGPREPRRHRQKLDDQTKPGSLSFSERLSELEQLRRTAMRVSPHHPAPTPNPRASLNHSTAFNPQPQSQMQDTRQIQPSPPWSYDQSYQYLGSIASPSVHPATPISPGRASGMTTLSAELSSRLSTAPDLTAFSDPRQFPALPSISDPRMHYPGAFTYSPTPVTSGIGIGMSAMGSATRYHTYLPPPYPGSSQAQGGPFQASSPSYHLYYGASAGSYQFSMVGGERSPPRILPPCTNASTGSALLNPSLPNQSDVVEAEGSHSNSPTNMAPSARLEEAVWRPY
Target sequence (Q13951 whole entry, looked up, the tested form may be a part): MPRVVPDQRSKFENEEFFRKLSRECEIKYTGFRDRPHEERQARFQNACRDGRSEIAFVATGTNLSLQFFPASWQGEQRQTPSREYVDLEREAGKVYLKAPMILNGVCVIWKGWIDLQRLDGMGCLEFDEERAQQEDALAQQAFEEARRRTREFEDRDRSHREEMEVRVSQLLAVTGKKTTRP
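Schedule: protein complex preformed 1 h, compound exposure 1 h, room temperature, dark; test system: Cerulean-labeled Runt domain protein; amount: 100 nM per protein; buffer or medium: Tris 50 mM pH 7.5, KCl, K2SO4, 0.01% BSA; read-out: loss of energy transfer signal; detection: FRET fluorescence; controls: 5 µM unlabeled CBFb as full-inhibition high control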
EP2 mod: modulators of human EP2 prostaglandin E2 receptor. EP2-expressing cells, cAMP HTRF FRET, PGE2 co-stimulation. induction, % at 25 µM. 260,000 compounds, 0.83% hits. AID 940;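 active means compounds whose cAMP rise, as percent of the full-agonist control response, exceeds 60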;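 further: rat C6 glioma line stably carrying human EP2 under a CMV promoter; the protocol text gives 20 µM as final concentration; 100% = response of wells given 1 µM PGE2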
Runt-SMMHC FRET: Runt domain-CBFb-SMMHC interaction inhibition. inhibition, % at 20 µM. AID 1434. 220,000 compounds, 0.74% hits. Q01196+Q13951. Cerulean-Runt/Venus-CBFb-SMMHC FRET ratio 530/480, 1 h;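 active means mean inhibition across duplicate retests at 20 µM reaching about 50%, limit read from the data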;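 further: 0% = DMSO wells and 100% = wells with excess untagged CBFb-SMMHC; inhibitors lower the FRET ratio by blocking Runt binding to CBFb-SMMHC; some results filed as inactive read as strong as hits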
zVAD death inh: L929 zVAD cell death inhibition; L929 zVAD necroptosis rescue, ATP luminescence, 24 h; with zVAD 60 µM; viability rescue, % at 10 µM; 220,000 compounds, 0.38% hits;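 active means activation, scaled between plate controls, above about 75%, limit read from the data; inactive means activation under that limit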;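 further: 0% = zVAD with DMSO and 100% = DMSO alone without zVAD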
* marks the source's active call; other numbers are inactive results; . = no result given; & = joins results of further samples.

SMILES	Hck-Nef inh	TNF necrop inh	PGE2 EP2 inh	PERK inhibitor	RBBP9 inhibitor	Runt-CBFb FRET	EP2 mod	Runt-SMMHC FRET	zVAD death inh
COc1cccc(CC2(CO)CCN(C(=O)NCCc3ccccc3)CC2)c1	-16	0.7	3	0.6	-9	-3	-16	-1	-0.8
CNS(=O)(=O)c1ccc(NC(=O)C2c3ccccc3Oc3ccccc32)cc1	3	3.2	6	0.8	-9	1	3	-1	1.5
COc1cccc(CC2(CO)CCCN(Cc3ccc(CO)o3)C2)c1 (stereo not drawn)	7	1.6	6	0.0	-6	0	6	-1	-0.1
O=C(c1ccc2c(c1)OCO2)C1CCCN(Cc2cn[nH]c2-c2cccc(F)c2)C1 (stereo not drawn)	21	2.1	12	0.1	-7	-1	-120	0	0.8
CCCc1nc2sc3c(c2c(=O)n1NC(=O)CCC(=O)OC)CCCC3	17	-1.2	6	-1.0	-5	2	13	2	0.2
CCCCNc1ncnc2c1cnn2-c1ccc(Cl)cc1	-3	-9.2	9	0.7	-4	4	-6	-1	3.6
Cc1cc(C(F)(F)F)n(-c2nc(C(=O)O)cs2)n1	6	-0.2	4	-0.1	-9	0	12	-1	-0.5
O=C(c1cc(-c2ccc(Cl)cc2)n(-c2ccc(Cl)c(Cl)c2)n1)N1CCOCC1	1	-6.5	13	0.6	-9	-6	-27	2	-0.2
CCC12CCCN3CCC4(C(=C(C(=O)OC)C1)Nc1ccccc14)C32 (stereo not drawn)	2	-2.2	14&9	-0.2	6	1	48&55	2	-0.2
COc1ccc(CCN=C(N)NS(=O)(=O)c2ccc(F)cc2)cc1	3	0.0	2	0.6	3	-2	-8	2	-0.2
Cc1nnc(NC(=O)CSc2ccc([N+](=O)[O-])cn2)s1	16	1.1	7	0.1	-7	1	7	2	0.5
COc1ccc(/C=C/C(=O)c2cc(Br)ccc2O)cc1OC	-1	-2.7	9	0.4	-3	-2	-36	-2	3.0
COc1ccc(/C=C2\CCn3c2nc2cc(C(=O)O)ccc2c3=O)cc1OC	11	0.5	2	1.1	-2	1	21	-2	-0.6
O=C(Cc1ccccc1)NNS(=O)(=O)c1ccc([N+](=O)[O-])cc1	3	0.4	6	0.4	-10	3	29	-5	-0.5
CCC(=O)N1CCc2cc(S(=O)(=O)CCC(=O)Nc3ccc(F)c(F)c3)ccc21	10	-1.5	15	-0.8	-5	1	-17	2	0.8
Cc1ccc(Cn2cccc(NC(=O)CCC3CCCC3)c2=O)cc1	9	2.8	2	0.1	-4	-2	8	-1	-0.2
CC1=C(C(=O)OCc2ccccc2)C(c2ccc(Cl)cc2Cl)NC(=O)N1CCCC(=O)O (stereo not drawn)	-3	0.9	5	0.9	4	-3	31	-6	7.1
CC(=O)NCC(=O)N(c1c(C)n(C)n(-c2ccccc2)c1=O)C1(C(=O)NC2CCCC2)CCCCC1	1	1.3	.	1.0	2	0	6	0	3.4
O=C(CN1CCN(C2CCCCC2)CC1)Nc1ccc(Br)cc1	17	2.6	5&8	0.0	2	0	-3&10	2	0.2
CCC(=O)N1CCN(c2ccc(NC(=O)c3ccc(N4CCCC4)c([N+](=O)[O-])c3)cc2)CC1	2	3.6	6	1.0	-6	-3	1	-4	1.8
COc1ccc(S(=O)(=O)N2CCN(C(=O)c3cc(C)oc3C)CC2)cc1	25	2.3	9	0.7	6	0	-61	2	-1.5
O=C(/C=C/c1ccccc1)n1cnnc1SC/C=C/c1ccccc1	5	2.4	2	0.4	-4	5	12	2	0.4
O=C(Nc1ccc(S(=O)(=O)N2CCCCC2)cc1)c1ccncc1	1	1.1	11&8	-0.2	-4	0	-16&-69	-2	1.0
C/C(=N\NC(=S)Nc1cccc(C)c1)c1ccco1	31	1.6	8	-0.2	-7	12	-20	2	-0.7
O=C1CSC(=S)N1N1C(=O)c2cccc([N+](=O)[O-])c2C1=O	29	0.7	7	0.6	2	14	35	10	0.2
Cn1c(CN2CCCCC2)nc2cc(NC(=O)c3ccccc3)ccc21	5	-0.7	6	0.0	-1	2	-8	-1	-0.4
COC(=O)c1ccc(NC(=S)Nc2cccc(C)n2)cc1	8	0.4	6	0.3	-8	7	-15	12	0.4
Cc1ccc(-c2ccc(C)c(N)c2C)c(C)c1N	1	-1.3	8	0.0	-7	0	-2	3	2.2
CCc1ccc(NC(=O)c2ccc(F)c(S(=O)(=O)N(CC)c3ccccc3)c2)cc1	5	4.0	8	0.5	-2	-5	-17	3	7.0
CCOC(=O)[C@H]1NN=C(C(=O)OC)[C@@H]1c1ccccc1	2	-0.3	15	1.2	-4	-3	32	-2	1.7
O=C(Nc1ccc(F)cc1)C1C2CCC3C(CCC21)C3(Cl)Cl (stereo not drawn)	12	-0.7	8	0.5	-8	1	-29	-1	7.5
COCCNC(=O)c1ccccc1-c1nc(-c2ccccc2OC)no1	-1	-1.5	2	-0.3	-1	1	-3	-3	0.0
Cc1noc(/C=C/Nc2ccc(F)cc2F)c1[N+](=O)[O-]	32	2.3	1	0.9	-4	-7	4	-11	1.1
Cc1ccc(OCC(=O)Nc2cc(C(=O)O)cc(C(=O)O)c2)cc1C	21	-0.2	11	1.0	-1	24	41	32	3.3
C=CCn1c(Cc2ccccc2)nnc1SCc1nc2ccccc2c(=O)[nH]1	-9	2.0	9	0.0	-7	-12	16	-1	0.7
O=C(COc1ccccc1)Nc1ccc(N2CCN(C(=O)c3ccco3)CC2)cc1	19	3.0	4	1.0	-3	-2	-6	-1	72
CC(C)c1ccc(NCCC(=O)c2ccc(Br)cc2)cc1	0	1.2	3	1.3	-8	1	1	-2	-1.0
N#Cc1ccc(CSc2nnc(NC(=O)c3ccc(=O)[nH]c3)s2)cc1	0	0.4	5	0.6	-12	0	2	-1	0.9
Nc1ccc(NC(=O)c2cccs2)c(Cl)c1	-1	-2.0	-2&9	0.6	-6	2	3&-27	-2	0.1
CCCCn1nc2cc(C(=O)NCC34CC5CC(CC(C5)C3)C4)ccc2c1OC	0	2.0	6	0.1	-4	-3	-14	2	32
COc1ccc(NC(=S)N2CCC(N(C)CCN3CCOCC3)CC2)cc1Cl	3	2.4	5	0.4	-8	0	9	3	0.3
Cc1cccc(N2C(=O)C3CC3C2=O)c1 (stereo not drawn)	-21	0.1	9	1.6	0	0	9	-1	3.3
Cc1ccc(N(C(=O)c2ccc(Br)o2)C2C=CS(=O)(=O)C2)cc1 (stereo not drawn)	1	0.9	12	-0.3	-2	3	3	-2	-0.2
Cc1ccc(C2=NN(C(=O)CCCC(=O)O)C(c3ccco3)C2)cc1 (stereo not drawn)	11	-0.2	9	0.7	-6	9	19	-11	5.4
COc1ccc(/C(O)=C/Sc2nnc(Cc3ccccc3)o2)cc1	11	12	.	-0.1	6	2	-5	-2	-0.1
CCC(=O)NCCc1nc2cc(NC(=O)c3cccs3)ccc2n1C	10	1.1	4	2.3	-10	-2	12	1	-0.1
CCOC(=O)C1CCN(c2nc3ccccc3nc2C(C#N)C(=O)OC(C)COC)CC1 (stereo not drawn)	-10	0.8	.	-0.6	-6	-6	32	-4	2.2
CS(=O)(=O)c1ccc2nc(NC(=O)c3ccc(N4CCCC4=O)cc3)sc2c1	31	-0.9	15	1.0	-5	0	17	0	0.7
CCOC(=O)c1[nH]c2ccc(OC)cc2c1NC(=O)CCN1CCSCC1	-2	-0.2	7	-0.9	-12	-3	26	1	.
O=C(Cn1nnc(-c2ccc(CN3CCOCC3)cc2)n1)N1CCCc2ccccc21	0	-3.3	5	-0.9	-8	-1	-10	4	0.5
COc1ccc(CCNC(=O)C(C)c2ccc([N+](=O)[O-])cc2)cc1 (stereo not drawn)	3	0.6	8	1.4	-2	0	7	0	1.4
COC(=O)/C(=C\C=C\c1ccccc1)NC(=O)c1ccccc1	0	-0.5	4	0.5	-1	-2	-24	0	-0.2
Cc1cc(O)c(C(=O)c2ccccc2C(=O)O)cc1C	-1	-2.0	14	0.4	-4	1	34	-2	0.1
O=C(O)CSCC(=O)NCc1ccccc1Cl	-7	0.7	5	1.8	-3	1	24	-9	0.3
COc1ccc(C2c3[nH]c4ccccc4c3CCN2CCCn2cccn2)cc1C (stereo not drawn)	10	2.9	5	-0.8	-4	-3	21	-4	1.1
COc1cccc(-c2cc3nc4c(c(N5CCC6(CC5)OCCO6)n3n2)CCCC4)c1	0	-2.7	5	-1.1	-7	-4	54	-4	-0.2
CC(C)c1nc(SCC(=O)NC(=O)NC(C)(C)C)n[nH]1	23	0.1	2	0.6	0	0	14	1	0.5
Cn1c(=O)cc(OCCCC(=O)N2CCCCC2)c2ccccc21	-1	-6.7	2	-0.5	-8	0	-22	4	-0.4
COc1ccc(-n2c(O)c(/C=N/NS(=O)(=O)c3ccc(C)c([N+](=O)[O-])c3)c3ccccc3c2=O)cc1OC	9	-1.2	7	0.2	-13	2	41	-1	0.1
Nc1nc(SCC(=O)N2CCOCC2)[nH]c(=O)c1-c1ccccc1	-7	0.3	9&4	2.2	3	0	6&30	-1	2.4

Remaining list, next part:
SMILES	Hck-Nef inh	TNF necrop inh	PGE2 EP2 inh	PERK inhibitor	RBBP9 inhibitor	Runt-CBFb FRET	EP2 mod	Runt-SMMHC FRET	zVAD death inh
O=C(NC1CCCCC1)C(c1ccc2ncccc2c1)N(Cc1ccc2c(c1)OCO2)C(=O)c1cccs1 (stereo not drawn)	2	-2.8	6	-0.1	-7	-3	31	2	-0.5
CCOC(=O)c1ccc(NC(=S)N2CCSC2c2ccc(Cl)cc2)cc1 (stereo not drawn)	-1	-3.0	17	0.7	-7	0	-8	0	2.7
Cc1ccc(CNC(=O)CCNS(=O)(=O)c2cccc3nonc23)cc1	-1	0.9	0	0.5	-3	-3	4	-2	0.1
O=C(COC(=O)C12CC3CC(CC(C3)C1)C2)Nc1ncc(Cl)cc1Cl	5	0.3	7	1.7	5	0	5	4	-0.3
O=S(=O)(c1cnc[nH]1)N1CCN(c2ccc(F)cc2)CC1	-2	0.4	6	1.3	-2	2	-1	-5	-1.1
NC(=S)Cc1ccc(Cl)cc1Cl	16	0.8	9	-0.9	-5	-1	-18	2	0.2
Cc1cc(C)c(S(C)(=O)=O)c(Oc2cccc(Cl)c2)n1	0	-3.8	4	-0.8	-6	-1	30	4	-0.2
O=C(Nc1c(Cl)cc(Cl)cc1-c1nc2ccccc2s1)c1ccc(Br)o1	0	-1.1	14	-0.3	-20	13	41	28	0.1

Some of the compounds tested; rates above refer to the full screens.
